GLP-1R inv ag – qHTS of GLP-1 Receptor Inverse Agonists (Inhibition Mode). Glucagon-like peptide 1 receptor (Homo sapiens), P43220. HEK293 GLP-1R CRE-luciferase, luminescence, 24 h; GLP-1R form is constitutively active. Potency, µM (doses to about 38.3 µM), for the others: top-dose activity change, negative = inhibition, hits mostly inhibitors. 410,000 tested, 1.6% active. AID 624417, 2012; further: on the % scale 0 is the no-effect control and ±100 the full control effect; nearly all actives have a fitted effect of over 55% in size
Target sequence (P43220 whole entry, looked up): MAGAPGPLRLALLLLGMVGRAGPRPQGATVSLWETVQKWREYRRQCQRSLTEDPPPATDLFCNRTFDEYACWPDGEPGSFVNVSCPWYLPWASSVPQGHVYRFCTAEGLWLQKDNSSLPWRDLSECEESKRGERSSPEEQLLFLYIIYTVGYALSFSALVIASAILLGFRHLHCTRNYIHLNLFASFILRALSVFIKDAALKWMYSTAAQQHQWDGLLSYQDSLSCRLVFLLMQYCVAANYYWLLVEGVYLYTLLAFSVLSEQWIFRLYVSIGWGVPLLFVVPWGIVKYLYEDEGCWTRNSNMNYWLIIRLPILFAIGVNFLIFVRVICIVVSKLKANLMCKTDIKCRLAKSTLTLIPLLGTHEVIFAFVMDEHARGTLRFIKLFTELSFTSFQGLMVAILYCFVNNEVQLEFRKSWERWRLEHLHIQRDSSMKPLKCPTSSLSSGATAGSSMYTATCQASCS
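Inverse agonists were sought by their lowering of basal cAMP reporter luciferase output in HEK293 cells stably carrying constitutively active human GLP-1R, after 24 h compound treatment.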
HT1080 IDH1KD tx – qHTS for induction of synthetic lethality in tumor cells producing 2HG: qHTS for the HT-1080-IDH1KD cell line. 360,000 tested, 2% active. HT-1080 IDH1 knockdown viability, ATP luminescence, 48 h. AID 686971, 2013. Potency, µM (highest dose often 46.1 µM), for inactives: at the highest dose activity, negative = toxicity, actives largely listed as cytotoxic;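 further: 0% = DMSO wells and -100% = cell-free medium wells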
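After a 2 h attachment period, IDH1KD HT-1080 cells took pin-transferred compound for 48 h at 37 °C; ATP-based luminescence after 10 min room-temperature reagent incubation reported viability.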
HT1080NT lethal – qHTS for induction of synthetic lethality in tumor cells producing 2HG: qHTS for the HT-1080-NT fibrosarcoma cell line; Potency, µM (doses to about 46.1 µM), for the others: top-dose activity, negative = less viability, actives largely listed as cytotoxic; HT-1080-NT fibrosarcoma viability, CellTiter-Glo ATP luminescence, 48 h; 360,000 tested, 1.6% active;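 further: NT is the 2HG producing partner of a matched IDH1 knockdown line; 0% = DMSO-treated cells and -100% = media-only wells without cells; nearly all actives have a fitted effect of over 55% in size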
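Fibrosarcoma NT cells, 750 per well in 5% FBS RPMI, were exposed to compound for 48 hours. Viability: CellTiter-Glo luminescence.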
TDP-43 yeast inh – qHTS of TDP-43 Inhibitors. Potency, µM (titrated, usually from 46.1 µM), inactives show at the top dose growth rescue (activation), usual class: activators. TDP-43 expressing yeast growth rescue, BacTiter-Glo, 24 h. 410,000 tested, 1.8% active; further: % of control where 0% means no effect; nearly all actives have a fitted effect of over 50% in size
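Growth rescue of TDP-43-toxic yeast measured as ATP luminescence (BacTiter-Glo). Cells grown to mid-log in raffinose, induced in galactose at OD600=0.02, exposed to compound 24 hr at 30 deg C.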
GLP-1R agonist – qHTS of GLP-1 Receptor Agonists; Glucagon-like peptide 1 receptor (Homo sapiens), P43220; HEK293 GLP-1R CRE-luciferase, luminescence, 4-6 h; cells express a hypersensitive GLP-1R form; Potency, µM (doses to about 45.6 µM), for inactives: at the highest dose activation, usual class: activators; 380,000 tested, 0.007% active; AID 624172, 2012; further: % of control where 0% means no effect
KB-3-1 tox – qHTS assay for MDR1-selective chemotherapeutics: Primary screen using the parental adenocarcinoma cell KB-3-1 | KB-3-1 viability, CellTiter-Glo ATP luminescence, 72 h | AID 1347075, 2019 | 400,000 tested, 1.4% active | Potency, µM (highest dose often 46.1 µM), for inactives: at the top dose activity change, negative = cytotoxic, usual class: cytotoxic; further: on the % scale 0 is the no-effect control and ±100 the full control effect; nearly all actives have a fitted effect of over 60% in size
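Here the drug-naive KB-3-1 line serves as comparator for MDR sub-line selectivity; cells received compound titrations, 72 h at 37 °C, then CellTiter-Glo readout.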
KB-V1 cytotox – qHTS assay for MDR1-selective chemotherapeutics: Primary screen using the drug-selected MDR subline cells KB-V1. Potency, µM (highest dose often 46.1 µM), for inactives: at the top dose activity change, negative = cytotoxicity, hits mostly cytotoxic. 400,000 tested, 3.4% active. KB-V1 MDR cells viability, CellTiter-Glo, 72 h; further: on the % scale 0 is the no-effect control and ±100 the full control effect; nearly all actives have a fitted effect of over 60% in size
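KB-V1 cells (P-gp-expressing MDR subline of KB-3-1) in phenol-red-free DMEM with 10% FBS were exposed to library compounds over a concentration series for 72 h at 37 degrees C. Viability read by CellTiter-Glo luminescence; concentration-effect curves fitted after normalization.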
SW480 rereplic – A quantitative high throughput screen for small molecules that induce DNA re-replication in SW480 colon adenocarcinoma cells; Potency, µM (titrated, usually from 46.1 µM), inactives show at the highest dose re-replication activation, usual class: activators; 340,000 tested, 1.8% active; AID 624297, 2012; SW480 DNA re-replication, Hoechst DNA content imaging, 48 h; further: % of control where 0% means no effect; nearly all actives have a fitted effect of over 55% in size
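Image-based DNA-content assay: after two days of treatment, nuclei were labelled with the DNA dye Hoechst and imaged, and hits were compounds raising the count of nuclei showing high fluorescence intensity.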
GLP1R cytotox – qHTS of GLP-1 Receptor Inverse Agonists: Cytotox Screen; HEK293 cAMP-luciferase reporter cells, luminescence, 24 h; Potency, µM (titrated, usually from 38.3 µM), for inactives: top-dose activity change, negative = inhibition, actives largely listed as inhibitors; 410,000 tested, 0.13% active;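 further: loss of luciferase light is scored as toxicity; on the % scale 0 is the no-effect control and ±100 the full control effect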
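1536-well qHTS counterscreen of the MLSMR; 200 cells/uL, 12 h pre-incubation, 23 nL cpd, 24 h at 37 deg C 5% CO2, luciferase detection reagent, 12 min RT, luminescence. Inhibition = undesired.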
The depositor's hits bear a star; ? = inconclusive; . = not tested or not shown; [ ] = remark or other dose. The call rests on the fitted dose curve; in most records, active means well fitted curve in the direction sought with a large enough effect; inconclusive means small, poorly fitted or top-dose-only effect, or another doubt; inactive means no such curve, though single readings can be large; an effect the other way counts as inactive or inconclusive. Potency means the concentration at half of the fitted maximal effect. Not a hit list; any-hit rate near 9.4%.

canonical_smiles	KB-V1 cytotox	GLP-1R agonist	TDP-43 yeast inh	KB-3-1 tox	GLP1R cytotox	HT1080 IDH1KD tx	HT1080NT lethal	GLP-1R inv ag	SW480 rereplic
CC(/C=N/N1CCN(c2ccccn2)CC1)=C\c1ccccc1	21µM*	-5%	?	12%	6%	20%	14%	-3%	1%
Cn1c(=O)c2sccc2n2c(CCCC(=O)NCc3ccccc3)nnc12	-4%	.	13%	-3%	14%	.	.	14%	.
COc1ccc(Cn2c(=O)[nH]c3cc(C(=O)N4CCN(c5ccccc5F)CC4)ccc3c2=O)cc1	1%	1%	0%	14%	-1%	-5%	5%	-22%	-2%
O=C(Nc1ccncc1)c1cc(-c2ccccc2)nc2ccccc12	?	5%	1%	-1%	1%	?	-26%	16%	.
Cc1oc(-c2ccc(Cl)cc2)cc1C(=O)/C(C#N)=C/Nc1cccc(OC(F)(F)F)c1	-11%	17%	5%	-7%	6%	12%	0%	7%	-4%
CN(CCC#N)C(=O)CSc1nnc(-c2c[nH]c3ccccc23)o1	1%	12%	25%	3%	-1%	5%	6%	9%	-10%
Cc1nc(N2CCOCC2)c2c(C)c(C(=O)Nc3ccccc3C(F)(F)F)sc2n1	?	?	?	-19%	2%	-3%	-11%	56%[activator]	3%
Cc1cc(C(=O)Nc2cccc(C)c2C)c2ccccc2n1	5%	7%	8%	0%	-8%	-2%	6%	8%	-10%
Cc1ccc(NC(=O)Cn2c(=O)n(Cc3nc(-c4ccccc4)no3)c(=O)c3ccccc32)cc1C	-6%	.	16%	9%	2%	.	.	3%	.
COc1ccccc1-c1nnc(SCc2nc3ccccc3[nH]2)n1C	?	-1%	-18%	-8%	-1%	3%[9.24 µM]	-10%	12%	?
COc1ccc(N(CC(=O)NCc2cccs2)S(=O)(=O)c2ccc(F)cc2)cc1	?	7%	22%	-2%	-13%	9%	1%	-5%	-8%
CN(C)/C=N/c1cc(=O)[nH]c(=O)n1Cc1ccccc1	0%	-3%	14%	0%	1%	5%	16%	13%	2%
O=C(CSc1ccc(-c2ccccn2)nn1)NC1CCCC1	?	9%	1%	?	18%	9%	0%	6%	-3%
O=C(CCC(=O)N1CCOCC1)Nc1nnc(C2CCCCC2)s1	9%	-8%	-9%	-12%	-5%	6%	4%	-6%	-3%
Cc1ccccc1N1CCN(C(=O)CN2C(=O)c3ccccc3C2=O)CC1	?	0%	9%	-1%	4%	1%	4%	0%	?
Cc1csc(N2CCN(c3cc4nc(-c5ccncc5)[nH]c4cc3Cl)CC2)n1	17%	-2%	24%	-3%	14%	8%	6%	-16%	-13%
Cc1c(-c2nnc(SCC(=O)Nc3ccc(Cl)cc3)o2)nnn1-c1ccc(F)cc1	20%	1%	13%	9%	-7%	.	.	8%	.
O=C(CSc1cc(Cl)ccc1Cl)NCC(=O)Nc1ccc(F)c(F)c1F	2%	-1%	-2%	0%	-8%	4%	4%	?	-5%
CC(Sc1nnc(CC(=O)Nc2ccccc2F)n1C)C(=O)Nc1nccs1 (stereo not given)	1%	8%	-10%	-2%	0%	7%	4%	14%	-56%[inhibitor]
CCCCNc1ncnc2c1nnn2Cc1ccccc1Cl	0%	-2%	16%	-7%	-22%	3%	0%	4%	-1%
COC(=O)c1ccc(Nc2c([N+](=O)[O-])c(=O)oc3ccccc23)cc1	-12%	-2%	4%	1%	-28%	-24%	-18%	-14%	-3%
Cc1ccc(C)c(C(=O)CCC(=O)NNC(=O)c2cccs2)c1	-1%	-16%	24%	2%	-8%	13%	4%	24%	-4%
Cc1ccc(S(=O)(=O)N2CCCNCC2)cc1	-19%	3%	8%	29%	-6%	6%	2%	2%	-7%
S=c1[nH]nc(-c2cccnc2)n1/N=C/C=C/c1ccccc1	-3%	1%	17%	-2%	-6%	0%	27%	23%	0%
CCN(c1ccccc1)S(=O)(=O)c1cc([N+](=O)[O-])ccc1N	?	7%	15%	-3%	-3%	-9%	-2%	?	-7%

In a second layout: entries from further up
Cc1nc(N2CCOCC2)c2c(C)c(C(=O)Nc3ccccc3C(F)(F)F)sc2n1
  KB-V1 cytotox: ?
  GLP-1R agonist: ?
  TDP-43 yeast inh: ?
  KB-3-1 tox: -19%
  GLP1R cytotox: 2%
  HT1080 IDH1KD tx: -3%
  HT1080NT lethal: -11%
  GLP-1R inv ag: 56%[activator]
  SW480 rereplic: 3%

Cc1cc(C(=O)Nc2cccc(C)c2C)c2ccccc2n1
  KB-V1 cytotox: 5%
  GLP-1R agonist: 7%
  TDP-43 yeast inh: 8%
  KB-3-1 tox: 0%
  GLP1R cytotox: -8%
  HT1080 IDH1KD tx: -2%
  HT1080NT lethal: 6%
  GLP-1R inv ag: 8%
  SW480 rereplic: -10%

Cc1ccc(NC(=O)Cn2c(=O)n(Cc3nc(-c4ccccc4)no3)c(=O)c3ccccc32)cc1C
  KB-V1 cytotox: -6%
  GLP-1R agonist: .
  TDP-43 yeast inh: 16%
  KB-3-1 tox: 9%
  GLP1R cytotox: 2%
  HT1080 IDH1KD tx: .
  HT1080NT lethal: .
  GLP-1R inv ag: 3%
  SW480 rereplic: .

Other entries follow:
canonical_smiles	KB-V1 cytotox	GLP-1R agonist	TDP-43 yeast inh	KB-3-1 tox	GLP1R cytotox	HT1080 IDH1KD tx	HT1080NT lethal	GLP-1R inv ag	SW480 rereplic
O=C(Nc1ccccc1-c1ccccc1)c1ccc(Br)o1	-4%	2%	22µM*	-2%	0%	6%	9%	?	1%
Cc1ccc(C(=O)NC(C)c2ccc(-n3ccnc3)cc2)cc1 (stereo not given)	-10%	9%	-3%	-12%	-7%	-2%	0%	23%	-5%
O=C1c2ccccc2C(c2nnnn2-c2ccc3c(c2)OCCO3)N1CCCN1CCOCC1 (stereo not given)	?	4%	12%	?	0%	1%	15%	24%	.
CC(C)(C)OC(=O)C(Cl)(C(=O)OC(C)(C)C)c1ccc2nnnn2n1	-2%	0%	22%	25%	-6%	18µM*	?	20%	?
COc1cccc(NC(=O)OCCN2CCN(Cc3ccccc3)CCC2=O)c1	-26%	-4%	17%	4%	?	-10%	11%	5%	1%
Cn1cc(S(=O)(=O)Nc2ccc(Cl)cc2Cl)c(=O)n(C)c1=O	-31%	-1%	-9%	-13%	3%	-3%	-5%	4%	-3%
O=C(COC(=O)c1n[nH]c(=O)c2ccccc12)c1ccc(Br)cc1	6%	5%	-2%	?	-2%	-4%	10%	-7%	-9%
O=C(CSCc1ccccc1)N1CCc2ccccc21	-25%	1%	4%	-1%	22%	-16%	-3%	?	2%
Cc1c(C#N)c(N)c(C(=O)c2ccccc2)n1Cc1ccccc1	2%	-4%	18%	0%	-4%	-3%	-21%	?	4%
Cc1c(C(=O)N2CCOCC2)[nH]c2c1C(=O)CC(c1ccccc1Cl)C2 (stereo not given)	?	0%	0%	18µM*	5.6µM*	4µM*	5µM*	?	15%
C=CCNc1nc(-c2ccc3c(c2)OCCO3)cs1	0%	-5%	23%	-5%	-5%	-1%	0%	-13%	16%
O=c1c2c3c(sc2nc(NCCO)n1-c1ccccc1)CCCC3	-26%	-4%	9%	-5%	-1%	?	?	?	3%
COc1ccc(S(=O)(=O)Nc2cccnc2)cc1OC	16%	-7%	-1%	5%	-2%	12%	1%	6%	?
Cc1ccc(N2C(=O)c3n[nH]c(C)c3C2c2ccco2)cc1 (stereo not given)	-5%	4%	7%	8%	-25%	5%	?	-5%	-14%
Cc1ccc(CS(=O)Cc2ccc(C(=O)N3CCN(C4CCCCC4)CC3)o2)cc1 (stereo not given)	-14%	3%	0%	1%	-23%	1%	-8%	-8%	0%
Cc1csc(NC(=O)CSc2nccn2C)n1	?	16%	-4%	4%	2%	10%	12%	20%	-13%
Cc1nn(C)cc1CNCc1c(C(=O)N2CCCCC2)nc2c(C)cccn12	-14%	9%	-3%	5%	-5%	20%	16%	13%	-5%
CCCNC(=O)N1CCC(c2nc3ccccc3s2)CC1	-11%	6%	0%	-15%	-25%	0%	-1%	-13%	-9%
COc1ccc(CCNC(=O)C2CCN(S(C)(=O)=O)CC2)cc1	-6%	-2%	-3%	12%	1%	13%	-2%	8%	-2%
COCCNC(=S)N/N=C/c1ccccc1C(=O)O	15%	1%	8%	15%	-10%	1%	17%	4%	-8%
Cc1c(C)c2ccc(OCC(=O)N3CCN(c4cccc(Cl)c4)CC3)cc2oc1=O	-2%	-5%	?	-5%	-2%	-12%	-5%	6%	-3%
COc1ccc(CNC(=O)CCn2c(=O)oc3ccccc32)c(OC)c1	13%	-3%	12%	4%	0%	10%	-6%	-8%	-23%
COc1ccc(-c2nc3ccccc3o2)cc1NC(=O)c1ccc(-c2cccc(Cl)c2C)o1	14%	.	1%	0%	-3%	.	.	15%	.
COc1ccc(C)cc1NS(=O)(=O)c1c(C)nc2sc(C)cn2c1=O	?	.	12%	3%	4%	.	.	8%	.
CC(=O)Nc1ccc(S(=O)(=O)Nc2cccc(-c3ccc(N4CCCCCC4)nn3)c2)cc1	0%	.	8%	-3%	-11%	.	.	16%	.
CCCS(=O)(=O)NC(=O)C1(C)CCN(C(=O)Cc2ccc(F)cc2)C1 (stereo not given)	3%	-1%	12%	0%	-13%	4%	11%	13%	.
CC1=C(c2ccc(Cl)cc2)S(=O)(=O)N=C1N1CCC(C(=O)NCc2ccccc2F)CC1	-8%	.	19%	-3%	0%	.	.	9%	.
CCC(C)NC(=O)[C@@H]1CSC2c3ccccc3C(=O)N21 (stereo not given in full)	0%	0%	3%	-4%	1%	13%	9%	13%	1%
CC1CCN(C(=O)CN2C(=O)NC3(CCC(C)CC3)C2=O)CC1 (stereo not given)	.	-4%	12%	.	1%	18%	-1%	9%	-6%
Cc1nn(C)c(C)c1NC(=S)Nc1ccc(S(=O)(=O)Nc2ncccn2)cc1	5%	-5%	17%	2%	-4%	4%	9%	22%	-3%

Assay outcomes deposited in PubChem by National Center for Advancing Translational Sciences (NCATS).
